KB-V1 MDR tox – kills drug-selected multidrug resistant KB-V1 cells. 3.4% of 400,000 active. Potency, µM (titrated, usually from 46.1 µM), without a hit: top-dose activity change, negative = cytotoxicity, hits mostly cytotoxic. AID 1347076. KB-V1 MDR cells viability, CellTiter-Glo, 72 h; also: % is scaled to controls: 0 for no effect and ±100 for the full control effect; nearly all actives have a fitted effect of over 60% in size
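Luminescent ATP read-out (CellTiter-Glo, 10 min) measures survival of drug-selected KB-V1 MDR cells after 72 h, 37 degrees C compound exposure. Medium: phenol-red-free DMEM, 10% FBS. Values from fitted concentration-response curves.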
GLP-1R inv ag – acts as inverse agonist at human GLP-1 receptor. P43220. HEK293 GLP-1R CRE-luciferase, luminescence, 24 h; GLP-1R form is constitutively active. Potency, µM (series often up to 38.3 µM), inactives show at the highest dose activity change, negative = inhibition, hits mostly inhibitors. 1.6% of 410,000 active. AID 624417; also: % is scaled to controls: 0 for no effect and ±100 for the full control effect; nearly all actives have a fitted effect of over 55% in size
Target sequence (P43220 whole entry, looked up): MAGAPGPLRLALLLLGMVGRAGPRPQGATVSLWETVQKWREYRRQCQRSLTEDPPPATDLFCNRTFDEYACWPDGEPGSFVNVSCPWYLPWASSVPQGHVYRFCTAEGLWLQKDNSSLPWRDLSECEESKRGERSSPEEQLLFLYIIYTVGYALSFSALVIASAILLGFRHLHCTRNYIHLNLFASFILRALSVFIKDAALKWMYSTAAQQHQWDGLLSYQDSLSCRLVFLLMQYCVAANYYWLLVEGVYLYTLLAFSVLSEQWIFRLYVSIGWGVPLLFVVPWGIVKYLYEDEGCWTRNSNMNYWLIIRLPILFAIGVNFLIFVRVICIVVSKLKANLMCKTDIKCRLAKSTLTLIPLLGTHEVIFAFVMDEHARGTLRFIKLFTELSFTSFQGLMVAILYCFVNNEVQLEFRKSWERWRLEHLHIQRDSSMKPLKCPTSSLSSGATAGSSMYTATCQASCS
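GLP-1R inverse agonism mode: basal reporter luminescence in engineered HEK293 cells measured after one day of compound exposure at 37 deg C, with a 12 min room-temperature detection step.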
SW480 rerep – DNA re-replication induction in SW480 cells. 1.8% of 340,000 active. Potency, µM (doses to about 46.1 µM), without a hit: at the highest dose re-replication activation, hits mostly activators. SW480 DNA re-replication, Hoechst DNA content imaging, 48 h. AID 624297; also: % of control where 0% means no effect; nearly all actives have a fitted effect of over 55% in size
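Cells (250 per well) received 23 nL compound or DMSO by pin tool and were kept 48 hr at 37 C, 5% CO2. Nuclei were then stained with Hoechst for 40 min and scanned for DNA content.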
KB-3-1 tox – kills parental KB-3-1 adenocarcinoma cells | 1.4% of 400,000 active | Potency, µM (titrated, usually from 46.1 µM), inactives show at the highest dose activity change, negative = cytotoxic, hits mostly cytotoxic | AID 1347075 | KB-3-1 viability, CellTiter-Glo ATP luminescence, 72 h; also: % is scaled to controls: 0 for no effect and ±100 for the full control effect; nearly all actives have a fitted effect of over 60% in size
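Parental KB-3-1 viability, qHTS format: 72 h compound exposure, 37 °C; CellTiter-Glo; media-only wells and DMSO plates as controls; concentration-effect fits on corrected data.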
GLP-1R agonist – activates the human GLP-1 receptor | 0.007% of 380,000 active | HEK293 GLP-1R CRE-luciferase, luminescence, 4-6 h; cells express a hypersensitive GLP-1R form | Potency, µM (doses to about 45.6 µM), without a hit: at the highest dose activation, most hits filed as activators | P43220; also: % of control where 0% means no effect
HT1080NT lethal – kills 2HG-producing HT-1080-NT fibrosarcoma cells; AID 686970; Potency, µM (top dose mostly 46.1 µM), inactives show at the highest dose activity, negative = less viability, actives largely listed as cytotoxic; 1.6% of 360,000 active; HT-1080-NT fibrosarcoma viability, CellTiter-Glo ATP luminescence, 48 h;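 also: NT is the 2HG producing partner of a matched IDH1 knockdown line; 0% = DMSO-treated cells and -100% = media-only wells without cells; nearly all actives have a fitted effect of over 55% in size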
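Viability of the 2HG-overproducing fibrosarcoma line after 48 hours of compound exposure at 37 degrees C was determined by luminescence with CellTiter-Glo, and concentration-effect curves were then fitted and categorized.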
HT1080 IDH1KD tx – toxicity to HT-1080 IDH1 knockdown cells (counter line). HT-1080 IDH1 knockdown viability, ATP luminescence, 48 h. Potency, µM (doses to about 46.1 µM), inactives show top-dose activity, negative = toxicity, usual class: cytotoxic. 2% of 360,000 active;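 also: 0% = DMSO wells and -100% = cell-free medium wells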
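Using the IDH1-knockdown HT-1080 line run in the same batch and compound series as the NT line, viability after 48 h at 37 °C was determined by CellTiter-Glo luminescence and expressed as % activity.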
HEK293 tox – cytotoxic in the GLP-1 receptor inverse agonist counter-screen | HEK293 cAMP-luciferase reporter cells, luminescence, 24 h | Potency, µM (top dose mostly 38.3 µM), without a hit: at the top dose activity change, negative = inhibition, usual class: inhibitors | 0.13% of 410,000 active;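 also: loss of luciferase light is scored as toxicity; % is scaled to controls: 0 for no effect and ±100 for the full control effect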
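Compound-treated cells are incubated 24 hr at 37 deg C under 5% CO2 after a 12 hour attachment period, then luciferase detection reagent is added and luminescence is measured following 12 min at room temperature; lowered signal indicates toxicity.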
TDP-43 yeast inh – TDP-43 toxicity inhibition in yeast; TDP-43 expressing yeast growth rescue, BacTiter-Glo, 24 h; Potency, µM (titrated, usually from 46.1 µM), for inactives: at the highest dose growth rescue (activation), actives largely listed as activators; 1.8% of 410,000 active; also: % of control where 0% means no effect; nearly all actives have a fitted effect of over 50% in size
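Luminescence from BacTiter-Glo reports growth of TDP-43-expressing yeast after 24 hr at 30 deg C with compound. Cells were raffinose-pregrown to mid-log, then seeded in galactose medium at OD600=0.02.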
An asterisk follows results filed as active; u = inconclusive; x = not tested or not shown; ! = a repeat was not active; [ ] = dose if it differs, or a comment. Calls follow the shape of the dose curve; as a rule, active = well fitted curve in the direction sought with a large enough effect; inconclusive = small, poorly fitted or top-dose-only effect, or another doubt; inactive = no such curve, though single readings can be large; an effect the other way counts as inactive or inconclusive. Potency is read from the fitted curve at half-maximal effect.

SMILES	KB-V1 MDR tox	GLP-1R inv ag	SW480 rerep	KB-3-1 tox	GLP-1R agonist	HT1080NT lethal	HT1080 IDH1KD tx	HEK293 tox	TDP-43 yeast inh
Cc1ccccc1NC(=O)N1CCN(C/C=C/c2ccccc2)CC1	-13%	u	-4%	-7%	-4%	3%	-3%	-9%	11%
CN1CCN(c2ccc(CNC(=O)c3ccc(-c4cnn(C)c4)c4ccoc34)cc2)CC1	6%	1%	x	0%	6%	4%	-7%	1%	19%
CN1C[C@@H]2[C@@H]3C(=O)N(Cc4ccccc4)C(=O)[C@@H]3[C@](Cc3ccccc3)(C1=O)N2C(=O)c1ccc(C(C)(C)C)cc1	u	u	2%	u	0%	u	-26%	8%	-4%
O=C(NCc1ccc(Cl)cc1)C1CCN(c2cnccn2)CC1	10%	-6%	-52%[inhibitor]	7%	0%	-16%	-1%	0%	0%
COCCNC(=S)N/N=C(\C)c1cccc(OC)c1	-2%	4µM*	0%	-11%	6%	2%	13%	u	19%
Clc1ccc2c(N/N=C/c3cccc(Br)c3)ccnc2c1	-24%	13µM*	u	u	-3%	u	u	u	13%
O=C(CS(=O)(=O)Cc1ccccc1)Nc1nnc(C(F)(F)F)s1	21%	-7%	1%	8%	1%	0%	1%	11%	3%
COc1ccc(Cc2nc3ccccc3n2Cc2ccccc2F)cc1	10%	u	x	-5%	x	x	x	3%	4%
O=C(O)c1ccc(N/N=C/c2cn(Cc3ccccc3F)c3ccccc23)cc1	-5%	u	u	u	4%	u	u	4%	11%
COc1ccc(S(=O)(=O)N(C)C[C@@H]2OCCCC[C@@H](C)Oc3ccc(NS(=O)(=O)c4cccs4)cc3C(=O)N([C@H](C)CO)C[C@@H]2C)cc1	-11%	-20%	x	11%	3%	-6%	7%	-17%	20%
Cc1cc(NC(=O)CSc2nnnn2Cc2ccccc2)no1	0%	-28%	0%[9.22 µM]	21%	14%	4%	0%	-5%	-21%
O=C(NC1CCCCCC1)c1cc(S(=O)(=O)N2CCOCC2)ccc1N1CCCCC1	8.2µM*	-9%	1%	u	-15%	u	u	-17%	-19%
C=C(C)c1sc(-c2ccc(Cl)cc2)nc1C	8%	22%	-23%[9.22 µM]	6%	-2%	19%	16%	-4%	30%
CCn1ccnc1C(O)c1cccc(OC)c1OC (stereo not drawn)	0%	5%	-17%	3%	-4%	0%	4%	-8%	22%
O=C(Nc1ccccc1C(=O)O)c1cc(S(=O)(=O)N2CCCCC2)cs1	2%	-18%	-11%	-4%	-6%	-4%	-1%	4%	-24%
CCOC(=O)c1cc(C)n(-c2ccc(OC)c(OC)c2)c1C	-8%	u	3%	3%	13%	-5%	-13%	-26%	u
COc1cc(OC)cc(C(=O)N2CCC(N3CCCCCC3)CC2)c1	-17%	-9%	10%	-8%	10%	1%	-3%	-4%	-5%
COc1ccc(C)cc1Nc1nnc(C)c(=O)[nH]1	-12%	9%	-19%	-28%	5%	27%	7%	-19%	-9%
Cc1ccc(Cl)cc1Nc1nn2c(=O)c3ccc(C(=O)NCc4ccc(F)cc4)cc3nc2s1	11%	0%	x	-2%	x	x	x	-6%	0%
O=c1cc(CO)oc(CN2CCN(c3ccccc3F)CC2)c1O	1%	2%	2%	25%	-4%	7%	9%	-14%	7%
CC(C)(C)c1ccc(C(=O)C2CC2)cc1	15%	7%	x	10%	0%	2%	8%	6%	0%
Cc1cc(-c2ccccc2)nc(N/N=C/c2ccc(O)cc2)n1	u	u	-436%[inhibitor]	21µM*	9%	u	u	-26%	9%
COc1ccc(CCn2c(=O)c3cccnc3n(CC(=O)Nc3cccc(C)c3)c2=O)cc1OC	3%	-22%	x	-3%	x	x	x	-1%	10%
NC(=O)Cn1c(=O)n(CCCCCC(=O)NCc2ccccc2)c(=O)c2sccc21	-4%	-1%	x	4%	x	x	x	0%	16%
CCN(CC(=O)Nc1ccc2c(c1)OCCO2)CC(=O)Nc1cc(C)on1	0%	4%	-9%	23%	-22%	-1%	1%	1%	-17%

Following part
SMILES	KB-V1 MDR tox	GLP-1R inv ag	SW480 rerep	KB-3-1 tox	GLP-1R agonist	HT1080NT lethal	HT1080 IDH1KD tx	HEK293 tox	TDP-43 yeast inh
CCC1(c2ccc(OC)cc2)NC(=O)N(CC(=O)NC2CCCCC2C)C1=O (stereo not drawn)	-8%	1%	-4%	0%	-3%	0%	3%	2%	5%
Cc1cc(C)c2c(N)c3ccccc3nc2n1	u	-28%	u	-10%	-21%	u	u	x	7%
CNc1nc(-c2c[nH]c3ccccc23)cs1	-3%	-15%	4%	9%	0%	u	u	u	-21%
CCCCn1c(N)c(N(C)C(=O)C2CC(=O)N(Cc3ccco3)C2)c(=O)[nH]c1=O (stereo not drawn)	24%	5%	10%	6%	6%	-4%	0%	-10%	-11%
COc1ccc(NC(=O)c2ccco2)cc1NC(=O)c1ccccc1F	0%	8%	29%	-7%	6%	0%	-3%	3%	-21%
CCOC(=O)N1CCC(NC(=O)C2CCCN2C(=O)OCc2ccccc2)CC1 (stereo not drawn)	-4%	-8%	-5%	-16%	1%	1%	-2%	30%	-2%
COc1ccc(C(=O)OCC(=O)Nc2nnc(-c3ccccc3)o2)cc1	u	5%	u	1%	-2%	-8%	-21%	-21%	6%
COCCCNC(=S)N1CCN(S(=O)(=O)c2ccc(OC)cc2)CC1	-21%	-25%	-3%	u	0%	-1%	0%	-1%	-18%
CC(=O)N1CCc2cc(S(=O)(=O)NC(Cc3ccccc3)C(=O)NCc3ccccc3Cl)ccc21 (stereo not drawn)	6%	0%	x	5%	x	x	x	8%	30%
COc1ccc(CCn2nnnc2C(C(C)C)N2CCN(c3ncccn3)CC2)cc1OC (stereo not drawn)	u	0%	0%	-6%	12%	-3%	4%	-10%	-7%
O=C(CN1CCN(S(=O)(=O)c2ccc(Cl)cc2)CC1)Nc1ccc2c(c1)OCCO2	13%	u	3%	7%	-2%	-7%	-6%	-1%	8%
O=C(COc1cccc2ccccc12)N1CCN(c2ccccn2)CC1	-5%	0%	-5%	18%	16%	5%	-24%	1%	0%
CCCCc1oc2ccccc2c1C(=O)c1cc(I)c(OCCN(CC)CC)c(I)c1	-28%	28%	23µM*!	0%	u	u	u	7%	2%
COc1cc(CNC(=O)c2cnc3c(-c4cccc(C)c4)c(C)nn3c2C)cc(OC)c1OC	u	-7%	x	7%	x	x	x	1%	20%
CCc1ccccc1NC(=O)CC(C)S(=O)(=O)c1ccc2c(c1)NC(=O)CO2 (stereo not drawn)	u	5%	x	16%	x	x	x	-9%	0%
N/C(CN1CCCC1=O)=N\O	17%	1%	-1%	6%	-10%	0%	1%	12%	13%
CC(C)c1ccc(S(=O)(=O)N2CCN(C(=O)c3ccncc3)CC2)cc1	-27%	-11%	u	0%	1%	1%[9.24 µM]	4%	2%	18%
Cc1cccc(-c2cnc(C(O)c3ccc(Cl)cc3C)[nH]2)c1 (stereo not drawn)	3%	u	x	0%	-7%	u	u	1%	u
Cc1ccc(N2CC(C(=O)OCC(=O)Nc3ccccc3C)CC2=O)cc1 (stereo not drawn)	u	-6%	-2%	2%	-7%	13%	13%	-3%	4%
CCOc1ccccc1NC(=O)CCn1ccnc1	0%	8%	u	-16%	4%	-1%	-7%	0%	0%
O=C(NCc1ccc2c(c1)OCO2)c1cccc(S(=O)(=O)N2CCCCC2)c1	-12%	0%	4%	0%	2%	10%	-14%	-8%	-8%
Cc1ccc(NC(=O)Nc2nnc(-c3ccncc3)s2)cc1	-6%	u	u	u	0%	u	-11%	-16%	12%
CC(C)N1CCN(Cc2ccc(-c3ccccc3Cl)o2)CC1CCO (stereo not drawn)	3%	u	14%	4%	-1%	-18%	1%	-20%	2%
COc1ccc(OC)c(Nc2ncnc3c2cnn3-c2ccc(C)cc2)c1	24%	-2%	x	-1%	x	x	x	-4%	25%
CCN(CC)S(=O)(=O)c1cc(C(=O)OCC(=O)Nc2cccc(S(=O)(=O)N(C)C)c2)ccc1F	u	1%	-3%	u	17%	-3%	10%	-7%	2%
O=C(Nc1ccc(Br)cn1)c1ccc(COc2c(F)c(F)cc(F)c2F)o1	-11%	-11%	-6%	-5%	-8%	2%	4%	1%	9%
CCN(C(=O)Cn1nnc2sc(-c3ccccc3)cc2c1=O)c1cccc(C)c1	2%	6%	x	-22%	x	x	x	4%	20%
CC1(C)c2[nH]c3ccccc3c2C[C@H]2C(=O)N(N)CC(=O)N21	9%	-21%	6%	11%	3%	15%	0%	-1%	-7%
COCC(=O)N1C[C@H]2CON(C)[C@H]2C[C@H]1c1cccc(-c2ccc(C#N)cc2)c1	0%	1%	6%	0%	0%	0%	1%	-1%	2%

Quoted at random: 4 entries already listed.
SMILES	KB-V1 MDR tox	GLP-1R inv ag	SW480 rerep	KB-3-1 tox	GLP-1R agonist	HT1080NT lethal	HT1080 IDH1KD tx	HEK293 tox	TDP-43 yeast inh
Cc1ccc(NC(=O)Nc2nnc(-c3ccncc3)s2)cc1	-6%	u	u	u	0%	u	-11%	-16%	12%
CCOC(=O)N1CCC(NC(=O)C2CCCN2C(=O)OCc2ccccc2)CC1 (stereo not drawn)	-4%	-8%	-5%	-16%	1%	1%	-2%	30%	-2%
Cc1cccc(-c2cnc(C(O)c3ccc(Cl)cc3C)[nH]2)c1 (stereo not drawn)	3%	u	x	0%	-7%	u	u	1%	u
O=C(NC1CCCCCC1)c1cc(S(=O)(=O)N2CCOCC2)ccc1N1CCCCC1	8.2µM*	-9%	1%	u	-15%	u	u	-17%	-19%

Grouped by structure: the entries above containing a COOH group (2)
SMILES	KB-V1 MDR tox	GLP-1R inv ag	SW480 rerep	KB-3-1 tox	GLP-1R agonist	HT1080NT lethal	HT1080 IDH1KD tx	HEK293 tox	TDP-43 yeast inh
O=C(O)c1ccc(N/N=C/c2cn(Cc3ccccc3F)c3ccccc23)cc1	-5%	u	u	u	4%	u	u	4%	11%
O=C(Nc1ccccc1C(=O)O)c1cc(S(=O)(=O)N2CCCCC2)cs1	2%	-18%	-11%	-4%	-6%	-4%	-1%	4%	-24%

High-throughput results: PubChem, National Center for Advancing Translational Sciences (NCATS)
